Source: PubChem (National Center for Advancing Translational Sciences (NCATS))
D1 agonist – activates the human D1 dopamine receptor; P21728; HEK293 T-REx D1 cells, calcium flux, agonist mode; activation, % at 2 µM; hit rate 1% among 360,000; in the data active means activation above about 30%; further: 0% is about no effect
Target sequence (P21728 whole entry, looked up): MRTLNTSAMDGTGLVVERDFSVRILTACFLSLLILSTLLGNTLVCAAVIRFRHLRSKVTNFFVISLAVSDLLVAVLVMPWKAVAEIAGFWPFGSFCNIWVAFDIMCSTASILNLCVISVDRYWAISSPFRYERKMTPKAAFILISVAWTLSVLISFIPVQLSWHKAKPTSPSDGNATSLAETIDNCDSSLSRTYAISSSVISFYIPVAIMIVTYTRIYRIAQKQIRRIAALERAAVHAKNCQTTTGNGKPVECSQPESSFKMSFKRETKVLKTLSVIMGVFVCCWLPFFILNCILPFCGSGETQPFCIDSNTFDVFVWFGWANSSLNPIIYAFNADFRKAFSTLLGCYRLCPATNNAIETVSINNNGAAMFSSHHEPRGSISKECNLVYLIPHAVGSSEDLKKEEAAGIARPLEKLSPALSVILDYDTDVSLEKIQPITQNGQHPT
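Agonism was scored from calcium flux recorded over 180 s (1 read/s) after pintool compound addition, following a 10-cycle baseline. Cells were inducible force-coupled HEK293 TREx D1, plated overnight at 30 C and loaded with no-wash calcium dye.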
LDHA inh – blocks human lactate dehydrogenase A; activity change, % (values are at about 110 or 230 µM); P00338; purified LDHA, NADH/diaphorase-resazurin fluorescence; stronger effect = lower value; hit rate 0.15% among 480,000; in the data active means activity change below about -30%; inconclusive means mostly about -25% to -30%;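 further: plate controls were DMSO wells for no effect and wells without enzyme for full effect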
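Human LDH5 at 2 nM final in Tris HCl pH 7.4 with 0.06 mM NADH and 0.2 mM pyruvate, reacted 5 minutes at room temperature. Remaining NADH coupled via diaphorase/resazurin; resorufin fluorescence read at 0 and 20 minutes, normalized to enzyme-free and DMSO wells.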
D1 antagonist – antagonists of human D1 dopamine receptor | P21728 | HEK293 TREx D1 cells, calcium flux, dopamine EC80; stronger effect = lower value | activity change, negative = inhibition, % at 10 µM | hit rate 3.2% among 360,000 | AID 504652; in the data active means activity change below about -30%; further: on the % scale 0 is the no-effect control and ±100 the full control effect
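HEK293 T-REx cells expressing inducible, force-coupled D1 receptor; no-wash Ca dye, 30–90 min RT. Cmpd → 180 s read at 1 Hz → EC80 DA → 180 s read.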
Vif-A3F inh – Vif-A3F binding inhibition; HeLa A3F-eYFP + Vif (tagged APOBEC3F with the HIV-1 protein that degrades it), YFP fluorescence increase; Potency, µM (series often up to 46.1 µM), for the others: top-dose activity, negative = active; hit rate 0.2% among 390,000; AID 602313; further: potency means the concentration at half of the fitted maximal effect; % of control where 0% means no effect; nearly all actives have a fitted effect of over 65% in size
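HeLa cells stably expressing A3F-eYFP plus Vif, plated and incubated overnight at 37 deg C, then exposed to compounds overnight at 37 deg C. Blocked degradation read as raised yellow fluorescence (Ex 488/Em 500-530).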
GRP78 ERSR act – inducers of ER stress response in human glioma cells; U87-MG GRP78 promoter luciferase reporter, 16 h; Potency, µM, for the others: at the highest dose activation, hits mostly activators; hit rate 0.02% among 420,000; AID 602332; further: potency means the concentration at half of the fitted maximal effect; series mostly up to about 76 µM; % of control where 0% means no effect; nearly all actives have a fitted effect of over 35% in size
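Stably transfected U87-MG glioma cells carrying a GRP78-based luciferase sensor; 16 h compound incubation. Luminescence end-point read 10 min after Bright-Glo addition at room temperature.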
D2 PAM – positive allosteric modulators of human D2 dopamine receptor; HEK293 T-REx D2, calcium flux, EC20 dopamine potentiation; potentiation, % at 10 µM; AID 485347; hit rate 0.34% among 340,000;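 active means potentiation over 3 SD above the plate norm, cut at about 30% in these data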; further: 0% is about no effect
Target sequence (P14416 whole entry, looked up): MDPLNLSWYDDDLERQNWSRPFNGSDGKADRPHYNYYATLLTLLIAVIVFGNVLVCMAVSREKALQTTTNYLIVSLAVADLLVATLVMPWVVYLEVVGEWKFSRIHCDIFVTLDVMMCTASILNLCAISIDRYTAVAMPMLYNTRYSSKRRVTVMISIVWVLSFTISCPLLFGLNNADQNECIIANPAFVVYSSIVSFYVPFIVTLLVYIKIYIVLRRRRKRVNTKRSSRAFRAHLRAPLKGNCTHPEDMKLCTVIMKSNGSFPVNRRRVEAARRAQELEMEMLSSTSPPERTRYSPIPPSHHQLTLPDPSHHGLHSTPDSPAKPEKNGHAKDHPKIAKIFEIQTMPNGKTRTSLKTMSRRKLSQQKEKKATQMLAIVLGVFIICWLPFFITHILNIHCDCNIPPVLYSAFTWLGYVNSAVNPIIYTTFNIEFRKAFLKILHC
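Potentiation of an EC20 dopamine calcium response measured kinetically over 180 s, after a preceding 180 s compound-only read flagging agonists. Cells: inducible Hek293 Trex D2 line, 4000/well, cultured overnight at 30 C before dye loading.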
RXFP1 agonist – activates the human relaxin receptor RXFP1 | HEK293T-RXFP1 cAMP TR-FRET, 30 min; response scale: percent of porcine relaxin response, buffer zero | Q9HBX9 | hit rate 0.3% among 370,000 | Potency, µM (doses to about 57.5 µM), for the others: at the top dose activation, actives largely listed as activators; further: potency means the concentration at half of the fitted maximal effect; on the % scale 0 is the no-effect control and ±100 the full control effect; nearly all actives have a fitted effect of over 60% in size; many of its hits are not listed in these tables
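HEK293T cells stably expressing RXFP1 were pretreated with the PDE4 inhibitor Ro 20174, exposed to compounds for 30 min at 37C, lysed, and cAMP was read by TR-FRET. Data normalized to buffer (basal) and 29 nM porcine relaxin (100%).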
D1 PAM – human D1 dopamine receptor positive modulation; P21728; HEK293 TREx D1 cells, calcium flux, dopamine EC20 potentiation; potentiation, % at 10 µM; hit rate 0.036% among 360,000; in the data active means potentiation above about 30%; further: 0% is about no effect
Vif-APOBEC3G blk – inhibitors of Vif-APOBEC3G interaction | Q9HC16 | HeLa A3G-eYFP + Vif (tagged APOBEC3G with the HIV-1 protein that degrades it), YFP fluorescence, overnight | Potency, µM (series often up to 46.1 µM), for the others: at the highest dose activity, negative = active, most hits filed as inhibitors | hit rate 0.076% among 410,000 | AID 602310;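 further: potency means the concentration at half of the fitted maximal effect; on the % scale 0 is the no-effect control and ±100 the full control effect; nearly all actives have a fitted effect of over 60% in size; hits raise eYFP signal because A3G escapes Vif-driven loss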
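HeLa cells stably expressing Vif and C-terminally eYFP-tagged A3G, seeded overnight at 37 deg C, then exposed to compound by pintool overnight at 37 deg C. Rise in yellow fluorescence (Ex 488/Em 500-530, Acumen) marks blocked Vif-driven A3G degradation.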
The depositor's hits bear a star; & = joins results of further samples. Unless noted, the call rests on the fitted dose curve; in most records, active means well fitted curve in the direction sought with a large enough effect; inconclusive means small, poorly fitted or top-dose-only effect, or another doubt; inactive means no such curve, though single readings can be large; an effect the other way counts as inactive or inconclusive. Some of the compounds tested; the hit share may differ from the screen's.

`CCNc1nc(Oc2ccc(=O)n(-c3ccccc3)n2)nc(N(C)C)n1` gave D1 agonist 2&4, LDHA inh -5&-2, D1 antagonist 3&3, Vif-A3F inh 5%&-2%, GRP78 ERSR act -2%&-2%, D2 PAM 6&3, RXFP1 agonist -1.2%&0.3%, D1 PAM 2&-6 and Vif-APOBEC3G blk -1%&-2%.
Cc1c(CC(=O)NCC(=O)NCC(=O)O)c(=O)oc2c(C)c3oc4c(c3cc12)CCCC4 was read as D1 agonist 4, LDHA inh 0, D1 antagonist -3, Vif-A3F inh 3%, GRP78 ERSR act -5%, D2 PAM 7, RXFP1 agonist 13%, D1 PAM -5 and Vif-APOBEC3G blk 0%.
`COc1ccc(S(=O)(=O)N2CCOCC2)cc1NC(=O)CO/N=C/c1ccccc1OC(F)F` gave D1 agonist 10, LDHA inh -4, D1 antagonist -3, Vif-A3F inh 0%, GRP78 ERSR act -6%, D2 PAM 8, RXFP1 agonist 1.8%, D1 PAM -2 and Vif-APOBEC3G blk -8%.
Cc1ccc(F)cc1NC(=O)CCc1c(C)nn(-c2ccc(N3CCOCC3)nn2)c1C was read as D1 agonist 1, LDHA inh -7, D1 antagonist -11, Vif-A3F inh -7%, GRP78 ERSR act -3%, D2 PAM 7, RXFP1 agonist 2.9%, D1 PAM -1 and Vif-APOBEC3G blk -14%.
For CCC(C)(C)n1nnnc1C(c1ccc(OC)c(OC)c1)N1CCN(c2cccc(OC)c2)CC1 (centres undefined) the results were D1 agonist 1, LDHA inh 3, D1 antagonist 3, Vif-A3F inh -3%, GRP78 ERSR act 0%, RXFP1 agonist 0.2%, D1 PAM -3 and Vif-APOBEC3G blk -4%.
`COC(=O)C1=CN(CCOC23CC4CC(CC(C4)C2)C3)C=C(C(=O)OC)C1c1ccsc1` gave D1 agonist 5, LDHA inh 4, D1 antagonist -3, Vif-A3F inh 0%, GRP78 ERSR act -4%, D2 PAM -2, RXFP1 agonist 2.8%, D1 PAM -2 and Vif-APOBEC3G blk 2%.
For CC(C)C(=O)Nc1nnc(-c2ccccc2)o1 the results were D1 agonist 0, LDHA inh 0, D1 antagonist 5, Vif-A3F inh 4%, GRP78 ERSR act 0%, D2 PAM -8, RXFP1 agonist 0.4%, D1 PAM 0 and Vif-APOBEC3G blk 3%.
Screening O=C(NCCC1CCCCN1S(=O)(=O)c1ccc(F)cc1)C(=O)NC1CCCC1 (centres undefined) returned D1 agonist 0, LDHA inh -4, D1 antagonist 30, Vif-A3F inh -11%, GRP78 ERSR act -3%, D2 PAM -1, RXFP1 agonist 3.5%, D1 PAM -3 and Vif-APOBEC3G blk 1%.
For COc1ccc(N/C=C(\C2OC(=O)c3ccccc32)[N+](=O)[O-])cc1 (centres undefined) the results were D1 agonist 1, LDHA inh 2, D1 antagonist -1, Vif-A3F inh -28%, GRP78 ERSR act 0%, D2 PAM -2, RXFP1 agonist 0.0%, D1 PAM 7 and Vif-APOBEC3G blk -4%.
`NC(=O)C1CCN(Cc2nc3cc(C(F)(F)F)ccc3c(=O)[nH]2)CC1` gave D1 agonist 1, LDHA inh 2, D1 antagonist 3, Vif-A3F inh 2%, GRP78 ERSR act 0%, D2 PAM -12, RXFP1 agonist 3.6%, D1 PAM -7 and Vif-APOBEC3G blk -2%.
`CCSC(=O)NC1CCCCC1` gave D1 agonist 1, LDHA inh -7, D1 antagonist 5, Vif-A3F inh -33%, GRP78 ERSR act 1%, D2 PAM 11, RXFP1 agonist 6.4%, D1 PAM -4 and Vif-APOBEC3G blk -1%.
`O=C(O)CCC(=O)N1CCc2cc(S(=O)(=O)N3CCC(Cc4ccccc4)CC3)ccc21` gave D1 agonist 7, LDHA inh -16, D1 antagonist -2, Vif-A3F inh -6%, GRP78 ERSR act -1%, D2 PAM 1, RXFP1 agonist 0.1% and Vif-APOBEC3G blk 0%.
`O=C(CCc1nc2ccccc2c(=O)[nH]1)NCc1ccco1` gave D1 agonist 4, LDHA inh 7, D1 antagonist -3, Vif-A3F inh 6%, GRP78 ERSR act -2%, D2 PAM 6, RXFP1 agonist -2.7%, D1 PAM 0 and Vif-APOBEC3G blk -16%.
Screening COc1ccccc1CC(=O)Nc1ccc2[nH]ncc2c1 returned D1 agonist 2, LDHA inh 4, D1 antagonist 0, Vif-A3F inh -2%, GRP78 ERSR act -1%, D2 PAM -3, RXFP1 agonist -0.4%, D1 PAM 0 and Vif-APOBEC3G blk 1%.
For CCOC(=O)c1[nH]c2ccc(Cl)cc2c1NC(=O)c1nonc1C the results were D1 agonist 5, LDHA inh -3, D1 antagonist -2, Vif-A3F inh 2%, GRP78 ERSR act -3%, D2 PAM -6, RXFP1 agonist -1.7%, D1 PAM -6 and Vif-APOBEC3G blk -1%.
`Cc1ccc(N2C(=O)N(CC(=O)C(C)(C)C)c3ccccc3S2(=O)=O)cc1C` gave D1 agonist 4, LDHA inh -8, D1 antagonist 0, Vif-A3F inh 1%, GRP78 ERSR act -1%, D2 PAM 9, RXFP1 agonist -2.2%, D1 PAM -4 and Vif-APOBEC3G blk 4%.
Screening O=C(NCc1ccco1)C1CCN(C(=O)c2ccc([N+](=O)[O-])cc2)CC1 returned D1 agonist 3, LDHA inh -4, D1 antagonist -45*, Vif-A3F inh 4%, GRP78 ERSR act -4%, D2 PAM -1, RXFP1 agonist 0.2%, D1 PAM -9 and Vif-APOBEC3G blk 1%.
Cc1ccc(CNc2nc3ccc(C)cc3n3cnnc23)cc1 was read as D1 agonist 0, LDHA inh -9, D1 antagonist 3, Vif-A3F inh -17%, GRP78 ERSR act 0%, D2 PAM 10, RXFP1 agonist 16%, D1 PAM -5 and Vif-APOBEC3G blk -3%.
For Cc1ccc(NC(=O)c2ncn(CCCN(C)CCc3ccccn3)n2)cc1C the results were LDHA inh -1, Vif-A3F inh 1%, GRP78 ERSR act -6% and Vif-APOBEC3G blk 3%.
`O=C(NC(=S)Nc1ccc2[nH]c(=O)[nH]c2c1)c1ccccc1F` gave D1 agonist 3, LDHA inh -8, D1 antagonist 8, Vif-A3F inh 1%, GRP78 ERSR act 8%, D2 PAM 6, RXFP1 agonist -0.2%, D1 PAM -3 and Vif-APOBEC3G blk 1%.
`CC(=O)Nc1cccc(C(=O)/C=C/c2ccc[nH]2)c1` gave D1 agonist 6, LDHA inh 2, D1 antagonist 4, Vif-A3F inh 2%, GRP78 ERSR act 6%, D2 PAM -2, RXFP1 agonist 0.0%, D1 PAM 0 and Vif-APOBEC3G blk 0%.
For CCCn1c(=O)c2[nH]c(-c3ccc(S(=O)(=O)O)cc3)nc2n(CCC)c1=O the results were D1 agonist 0, LDHA inh -10, D1 antagonist -23, Vif-A3F inh 7%, GRP78 ERSR act -4%&-2%, D2 PAM 25, RXFP1 agonist 13%, D1 PAM -1 and Vif-APOBEC3G blk 0%.
Screening CCc1noc(C)c1C(=O)N1CCCC(Nc2cccc(F)c2)C1 (centres undefined) returned LDHA inh -8, Vif-A3F inh -1%, GRP78 ERSR act -5% and Vif-APOBEC3G blk -1%.
Nc1ccc2nc(-c3ccccc3)cnc2c1 was read as LDHA inh 12, Vif-A3F inh inconclusive, GRP78 ERSR act -6% and Vif-APOBEC3G blk -28%.
Screening CCN1CCCC1CNC(=O)C1CCN(C(=O)c2cc3sccc3n2Cc2ccc(F)cc2)CC1 (centres undefined) returned D1 agonist 5, LDHA inh 3, D1 antagonist 4, Vif-A3F inh -8%, GRP78 ERSR act 0%, D2 PAM -12, RXFP1 agonist -0.3%, D1 PAM -8 and Vif-APOBEC3G blk -18%.
`COc1ccc(CC(=O)N[C@@H](C)C(=O)N2CCC3(CC2)NCCc2[nH]cnc23)cc1` gave D1 agonist 0, LDHA inh -1, D1 antagonist 3, Vif-A3F inh 9%, GRP78 ERSR act -3%, RXFP1 agonist 2.8%, D1 PAM -2 and Vif-APOBEC3G blk 0%.
Screening Cc1ccc(NC(=O)C(Cc2ccccc2)n2cccc2)cc1C (centres undefined) returned D1 agonist 1, LDHA inh -8, D1 antagonist -9, Vif-A3F inh 1%, GRP78 ERSR act -4%, D2 PAM -22, RXFP1 agonist -0.3%, D1 PAM -7 and Vif-APOBEC3G blk 3%.
Screening O=C(CN1CCC(C(=O)c2ccc3c(c2)OCCO3)CC1)NC1CCCC1 returned D1 agonist 1, LDHA inh -6, D1 antagonist 7, Vif-A3F inh 0%, GRP78 ERSR act -1%, D2 PAM -13, RXFP1 agonist -2.1%, D1 PAM -3 and Vif-APOBEC3G blk 0%.
For Cc1ccc(CNC(=O)CN2C(=O)CSc3ccc(S(=O)(=O)N4CCCC4)cc32)cc1 the results were D1 agonist 1, LDHA inh 7, D1 antagonist 7, Vif-A3F inh 7%, GRP78 ERSR act -4%, D2 PAM 4, RXFP1 agonist 1.9%, D1 PAM -3 and Vif-APOBEC3G blk 7%.
Screening CCN(CC(=O)NCc1cccs1)C(=O)c1ccc(N(C)S(=O)(=O)c2ccc(C)cc2)cc1 returned LDHA inh 0&-7, Vif-A3F inh 0%, GRP78 ERSR act -2% and Vif-APOBEC3G blk 1%.

Structures listed so far that have a thiophene ring, fused or not (3):
`COC(=O)C1=CN(CCOC23CC4CC(CC(C4)C2)C3)C=C(C(=O)OC)C1c1ccsc1` gave D1 agonist 5, LDHA inh 4, D1 antagonist -3, Vif-A3F inh 0%, GRP78 ERSR act -4%, D2 PAM -2, RXFP1 agonist 2.8%, D1 PAM -2 and Vif-APOBEC3G blk 2%.
Screening CCN1CCCC1CNC(=O)C1CCN(C(=O)c2cc3sccc3n2Cc2ccc(F)cc2)CC1 (centres undefined) returned D1 agonist 5, LDHA inh 3, D1 antagonist 4, Vif-A3F inh -8%, GRP78 ERSR act 0%, D2 PAM -12, RXFP1 agonist -0.3%, D1 PAM -8 and Vif-APOBEC3G blk -18%.
Screening CCN(CC(=O)NCc1cccs1)C(=O)c1ccc(N(C)S(=O)(=O)c2ccc(C)cc2)cc1 returned LDHA inh 0&-7, Vif-A3F inh 0%, GRP78 ERSR act -2% and Vif-APOBEC3G blk 1%.
